LmPK inh: qHTS Assay for Inhibitors of Leishmania Mexicana Pyruvate Kinase (LmPK); AID 1721, 2009; Potency, µM (series often up to 57.5 µM), for inactives: at the top dose activity change, negative = inhibition, most hits filed as inhibitors; 0.37% of 290,000 active; purified LmPK, Kinase-Glo ATP luminescence, 1 h; Q27686; further: potency means the concentration at half of the fitted maximal effect; on the % scale 0 is the no-effect control and ±100 the full control effect
Target sequence (Q27686 whole entry, looked up): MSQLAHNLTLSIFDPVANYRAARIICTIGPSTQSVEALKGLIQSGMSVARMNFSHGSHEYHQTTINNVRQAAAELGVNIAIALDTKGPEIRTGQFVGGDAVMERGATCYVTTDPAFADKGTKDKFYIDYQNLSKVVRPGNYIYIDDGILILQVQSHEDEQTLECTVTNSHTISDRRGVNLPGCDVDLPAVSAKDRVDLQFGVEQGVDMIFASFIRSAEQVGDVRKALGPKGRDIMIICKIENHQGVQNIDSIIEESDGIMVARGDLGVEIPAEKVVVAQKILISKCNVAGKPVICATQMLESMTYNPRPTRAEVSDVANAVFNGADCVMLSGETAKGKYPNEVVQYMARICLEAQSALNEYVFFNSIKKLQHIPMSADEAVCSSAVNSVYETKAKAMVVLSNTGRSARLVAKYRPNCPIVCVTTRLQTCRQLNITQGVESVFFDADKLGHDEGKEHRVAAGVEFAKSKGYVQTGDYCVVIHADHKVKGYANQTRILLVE
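Kinase-Glo luminescence read after 1 h RT reaction of 0.1 nM LmPK with 0.5 mM PEP and 0.1 mM ADP. Activity scaled between uninhibited and enzyme-free controls.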
CHX counter: Cycloheximide Counterscreen for Small Molecule Inhibitors of Shiga Toxin; max response, %; cell reporter, cycloheximide protein synthesis inhibition counterscreen; 12% of 300,000 active; AID 2314, 2010; in the data active means max response mostly above about 13%, no sharp cut-off; inactive means mostly below about 14%; further: read at 38.3 µM for the half of the compounds with a filed dose; 0% is about no effect
Shiga toxin inh: A qHTS for Small Molecule Inhibitors of Shiga Toxin | Vero cells, Shiga toxin protein synthesis inhibition reporter | inhibition, % at 38.7 µM | 9.2% of 290,000 active | AID 2315, 2010; in the data active means inhibition mostly above about 28%, no sharp cut-off; inactive means mostly below about 43%; further: 0% is about no effect
Pf growth 96h: Primary qHTS for delayed death inhibitors of the malarial parasite plastid, 96 hour incubation; P. falciparum luciferase reporter growth, 96 h; 6.9% of 320,000 active; Potency, µM (highest dose often 28.7 µM), inactives show top-dose activity change, negative = inhibition, hits mostly inhibitors; further: potency means the concentration at half of the fitted maximal effect; on the % scale 0 is the no-effect control and ±100 the full control effect
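Compounds incubated with erythrocytes infected by luciferase-expressing P. falciparum (2% hematocrit, 0.05% parasitemia final) for 96 hours, 37 C in 5% CO2. Growth inhibition scored as decreased luciferase luminescence.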
AMA1 RON2 block: qHTS for Inhibitors of AMA1-RON; Towards Development of Antimalarial Drug Lead: Primary Screen; Plasmodium falciparum AMA1 (3D7) - RON2 peptide interaction; AlphaScreen AMA1-biotinylated RON2 peptide binding; Potency, µM (highest dose often 58.2 µM), inactives show at the top dose activity change, negative = inhibition, actives largely listed as inhibitors; 0.2% of 360,000 active; AID 720542, 2013;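 further: potency means the concentration at half of the fitted maximal effect; 0% = vehicle wells and -100% = peptide control; nearly all actives have a fitted effect of over 45% in size; some results filed as inactive show a strong effect at the top dose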
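AMA1 (3D7) with his tag at 25 nM final met compounds first, then biotinylated RON2 peptide at 25 nM; detection used donor plus acceptor beads, 10 µg/mL apiece, read by AlphaScreen after 30 min at room temperature.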
Tb PYK inh: qHTS of Trypanosoma Brucei Inhibitors; TbPYK enzyme, Kinase-Glo Plus ATP luminescence, 45 min; pyruvate kinase (Trypanosoma brucei), Q57TT1; AID 624173, 2012; 0.12% of 410,000 active; Potency, µM (highest dose often 76.8 µM), for inactives: at the top dose activity, negative = inhibition, most hits filed as inhibitors; further: potency means the concentration at half of the fitted maximal effect; on the % scale 0 is the no-effect control and ±100 the full control effect; nearly all actives have a fitted effect of over 50% in size
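Quantitative HTS: titrated library compounds versus trypanosomal pyruvate kinase in TEA buffer (pH 7.2) containing KCl, MgCl2, BSA and Tween-20. Reactions were initiated with ADP, 130 uM final. Kinase-Glo Plus luminescence was read after 45 min at RT.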
Pf growth 48h: Primary qHTS for delayed death inhibitors of the malarial parasite plastid, 48 hour incubation. P. falciparum luciferase growth in erythrocytes, 48 h. Potency, µM (top dose mostly 28.7 µM), inactives show top-dose activity change, negative = inhibition, most hits filed as inhibitors. 5.9% of 310,000 active. AID 504832, 2011; further: potency means the concentration at half of the fitted maximal effect; on the % scale 0 is the no-effect control and ±100 the full control effect
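A one-generation exposure of luciferase-tagged malaria parasites in RPMI 1640/Albumax erythrocyte culture, 37 C and 5% CO2. Inhibition is inferred from decreased luminescence after adding detection reagent.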
* = called active by the depositor; ? = inconclusive; / = no result given; [ ] = dose if it differs, or a comment. Unless noted, the call rests on the fitted dose curve; in most records, active means well fitted curve in the direction sought with a large enough effect; inconclusive means small, poorly fitted or top-dose-only effect, or another doubt; inactive means no such curve, though single readings can be large; an effect the other way counts as inactive or inconclusive.

SMILES	LmPK inh	CHX counter	Shiga toxin inh	Pf growth 96h	AMA1 RON2 block	Tb PYK inh	Pf growth 48h
Cn1c(=O)[nH]c(=O)c2c1nc(N/N=C/C(Br)=C/c1ccccc1)n2CCO	0%	1	-11	?	70%[activator]	6%	?
O=C(Nc1ccc(F)cc1)C(c1ccccc1)N1CCN(CC(=O)N2CCCC2)CC1 (centres undefined)	/	/	/	?	9%	-2%	?
CN(c1ccccc1C(=O)O)S(=O)(=O)c1ccc2[nH]c(=O)[nH]c2c1	-1%	-4	20	?	-6%	0%	-1%
COC(=O)c1cc(-c2ccc(NC(C)=O)cc2)nc2ccccc12	1%	-5	-7	-4%	34%[activator]	3%	7%
O=C1C2CCN(CC2)C12CC2c1ccc(C(F)(F)F)cc1 (centres undefined)	-14%	-1	-2	52%[activator]	-7%	5%	28%
O=C(CN(C(=O)Cn1nnc(-c2ccccc2F)n1)c1cnc2ccccc2c1)NCC1CCCO1 (centres undefined)	2%	-2	-6	?	2%	3%	9.3µM*
OC1(c2ccc(F)cc2)CCNC1 (centres undefined)	-10%	-4	-16	32%	-15%	6%	14%
Cc1c(Cl)cccc1NC(=S)NC1CCN(C(C)C)CC1	7%	0	-5	9%	7%	-1%	?
COC(=O)c1ccc(N2C(=O)c3cc(N4CCOCC4)c([N+](=O)[O-])cc3C2=O)cc1	-1%	-6	-5	-2%	-2%	-3%	-3%
COc1ccc(CCNC(=O)CCC(=O)n2ncc3ccc(Cl)cc32)cc1OC	0%	4	9	?	-3%	-5%	30%
CCn1nc(NC(=O)c2ccncc2)c2cc3ccccc3nc21	2%	0	-16	/	11%	-2%	5%
CCOc1ccc(C(=O)Nc2cccc3ncccc23)cc1Br	4%	10	-9	-4%	-10%	2%	48%[1.15 µM]
Cn1c(=O)oc2cc(S(=O)(=O)N3CCc4ccccc43)ccc21	1%	9	17	16%	-2%	-8%	?
COc1ccc(-c2cccc(NC(=O)c3ccc4c(c3)OCO4)c2)nn1	/	/	/	?	9%	7%	24%
CC1CCN(CCOCCOc2ccccc2-c2ccccc2)CC1	-2%	-2	-12	21%	?	-3%	?
O=C(NCC1CCCO1)C1CCN(c2ccc(S(=O)(=O)N3CCCC3)cc2)CC1 (centres undefined)	4%	-1	-3	-15%	-5%	2%	?
O=C(N/N=C/c1cccc(C(F)(F)F)c1)c1ccc(O)cc1	0%	14	99	?	-3%	-5%	-10%
CCOC(=O)C1(Cc2cccc(F)c2)CCN(C(=O)c2ccoc2C)CC1	1%	12*	10	-25%	-16%	-2%	10µM*
COC(=O)c1nn(-c2ccccc2)c(Sc2ccccc2)c1/C=N/O	2%	1	-17	13%	-6%	0%	-3%
O=C(Cc1cccs1)N1CCN(c2ccc([N+](=O)[O-])cc2)CC1	0%	23	4	68%[activator]	-19%	2%	-2%
FC(F)(F)c1ccncc1-c1nnnn1-c1ccc(Cl)cc1	1%	-1	-2	?	-17%	5%	-27%
Clc1ccc(/C=N/Nc2nc(Cl)nc3ccccc23)cc1	-1%	23	132	?	55%[activator]	0%	?
CSCCC(NS(=O)(=O)c1ccc(Cl)cc1)C(=O)OCC(=O)c1c(C)[nH]c2ccccc12 (centres undefined)	3%	-4	7	-22%	-13%	-10%	-1%
Cc1ccc([N+](=O)[O-])cc1S(=O)(=O)Nc1ccc(N2CCOCC2)cc1	0%	-2	-17	7%	-1%	0%	6%[5.75 µM]
COC(=O)C1=C(c2ccccc2OCc2ccccc2)C[C@@H]2CC[C@H]1N2C(=O)NCCN1CCOCC1	/	/	/	4.7µM*	-2%	1%	?
COc1ccc(N2CCN(C(=O)CN3CCN(C(c4ccccc4)c4ccccc4)CC3)CC2)cc1	2%	1	-9	0%	?	-1%	?
Cc1ccc(NC(=O)CC(=O)NCCN2CCOCC2)cc1	-1%	1	-9	82%[activator]	2%	-2%	13%
COc1ccc(CCNC(=S)NC2CCN(Cc3ccccc3)CC2)cc1	0%	3	10	?	-3%	-10%	?
CSC1=NCCN1S(=O)(=O)c1ccc(NC(C)=O)cc1	2%	-3	-4	7%[1.15 µM]	6%	-6%	3%
Cn1nc(C(=O)NCC2COc3ccccc3O2)c2ccccc2c1=O (centres undefined)	/	/	/	?	-12%	-6%	?
Cc1ccc(S(=O)(=O)N(C)C)cc1NC(=S)N1CCCCC1CO (centres undefined)	0%[11.5 µM]	-5	-13	29%	30%	-17%	5%
Cc1c(NC(=O)c2cc3c(s2)-c2ccccc2OC3)cccc1[N+](=O)[O-]	1%	16*	11	0%	-8%	-4%	-12%
Cc1ccc(C2=NCCn3c2c2ccc([N+](=O)[O-])cc2[n+]3[O-])cc1	/	/	/	?	10%	-8%	?
Cc1cc(C)cc(C(=O)N[C@@H](C)C(=O)N2CCC3(CC2)NCCc2[nH]cnc23)c1	8%	-5	-4	28%	29%	0%	2%
COc1ccc(F)cc1S(=O)(=O)Nc1cc2c3c(c1)CCC(=O)N3CCC2	/	/	/	-19%	13%	1%	-17%
CC(=O)Nc1ccc(S(=O)(=O)N(C)CC(=O)OCC(=O)NNC(=O)c2ccccc2F)cc1	/	/	/	32%	42%[activator]	1%	26%
Cc1cc(C)cc(NC(=O)CSc2nc3ccccc3nc2N2CCCCC2)c1	-3%	-4	17	9.3µM*	20%	0%	?
CCN(CC(=O)Nc1cccc(F)c1)Cc1nc2ccccc2c(=O)[nH]1	1%	0	-11	?	68%[activator]	7%	?
COc1cc(Cl)c(C)cc1NC(=O)CC1CCCC1	9%	8	-5	?	5%	-4%	0%
CCn1cc(CCC(=O)NC(C)c2ccccc2)c2ccccc21 (centres undefined)	6%	-3	15	-1%	-6%	-6%	?
CCN1CCN(c2nc3ccccn3c(=O)c2C=O)CC1	-2%	-2	-4	26%	-16%	1%	16%
Cc1onc(-c2ccccc2)c1C(=O)N1CCOC12CCN(c1cccc(F)n1)CC2	0%	1	-11	?	-3%	-2%	?
C=CCn1c(CNC(=O)c2cccs2)nnc1SCC(=O)Nc1ccc(C(=O)O)cc1	-3%	-4	-19	?	-25%	-19%	/
CCN(CC(=O)Nc1ccccc1C(F)(F)F)C(=O)c1ccc(=O)n(Cc2ccccc2)n1	-1%	5	1	?	-2%	9%	?
Cc1onc(-c2c(F)cccc2Cl)c1C(=O)Nc1sc2c(c1C(N)=O)CCC2	0%	-4	4	?	-3%	-15%	/

Entries listed so far that contain bromine:
SMILES	LmPK inh	CHX counter	Shiga toxin inh	Pf growth 96h	AMA1 RON2 block	Tb PYK inh	Pf growth 48h
Cn1c(=O)[nH]c(=O)c2c1nc(N/N=C/C(Br)=C/c1ccccc1)n2CCO	0%	1	-11	?	70%[activator]	6%	?
CCOc1ccc(C(=O)Nc2cccc3ncccc23)cc1Br	4%	10	-9	-4%	-10%	2%	48%[1.15 µM]

Carrying on.
SMILES	LmPK inh	CHX counter	Shiga toxin inh	Pf growth 96h	AMA1 RON2 block	Tb PYK inh	Pf growth 48h
COCCNC(=O)CCn1nc(-c2ccc(Cl)cc2)ccc1=O	2%	-1	-14	5%	16%	-5%	45%[activator]
Cc1cccc2[nH]c(CN(C)C(=O)C3CCC(=O)N(CCc4ccccc4)C3)nc12 (centres undefined)	4%	-2	18	?	-16%	6%	-18%
O=C(NCCS(=O)(=O)N1CCN(c2ccccc2F)CC1)c1cccc(Br)c1	0%	-4	-4	-23%	-11%	3%	11%
Cc1ccccc1-c1nsc(SCC(=O)c2ccc(Cl)cc2)n1	-2%	-3	-6	52%[activator]	19%[11.6 µM]	5%	13%
O=C(c1ccc(S(=O)(=O)N2CCOCC2)cc1)N(Cc1ccco1)Cc1cccs1	0%	-2	-14	0%	26%	-6%	-5%
CC1CN(S(=O)(=O)c2cccc(C(=O)NCC3COc4ccccc4O3)c2)CC(C)O1 (centres undefined)	/	/	/	?	10%	-12%	?
COc1cccc(C2SCC(=O)N2c2ccc(Cl)cc2)c1OC (centres undefined)	4%	-5	-3	-4%	-10%	-3%	?
O=C(NC1=NCCS1)c1cccc(S(=O)(=O)N2CCc3ccccc32)c1	2%	-1	-9	-18%	38%[activator]	2%	?
CC(C)Nc1nc(-c2ccccc2)nc(-n2ccnc2)n1	-3%	13	21	3%	20%	4%	2.3µM*
COc1ccc(CN2CCCC(C(=O)N3CCCC3)C2)c(OC)c1 (centres undefined)	-7%	5	6	18%	-3%	6%	1%
Cc1ccccc1OCC(=O)NC1=NCCS1	?	29*	32*	81%[activator]	44%[activator]	-1%	/
COCCCNC(=O)c1c(N)n(Cc2ccco2)c2nc3ccccc3nc12	5%	6	14	?	64%[activator]	-9%	?
CN(Cc1ccc2c(c1)OCO2)C(=O)c1cc(-c2ccccc2)c(N2CCOCC2)s1	/	/	/	?	-18%	0%	?
O=C(c1cccc(F)c1)N1CCN(c2ccc([N+](=O)[O-])c(N3CCOCC3)c2)CC1	-2%	-4	-2	35%[activator]	-4%	-5%	-10%
CCCS(=O)(=O)n1nc(-c2ccc(C)cc2)cc1N	11%	15	39	4.7µM*	4%	0%	/
c1ccc(Cc2nn3c(-c4ccncc4)nnc3s2)cc1	-4%	-2	-4	/	1%	-21%	2%
COc1ccc(Cc2nc(-c3cccnc3)no2)cc1OC	3%	5	-2	?	0%	3%	11%
CC(=O)N1CCc2cc(Br)cc(S(=O)(=O)NCCCN3CCCC(C)C3)c21 (centres undefined)	1%	-2	-5	/	-3%	-4%	-2%
O=C(COc1ccc(Cl)cc1Cl)Nc1ccc(C(=O)Nc2ccccc2C(=O)O)cc1	1%	35*	45	?	-14%	7%	15%
CCCC(=O)N1CCN(c2nnc(-c3ccccc3)c3ccccc23)CC1	3%	-3	/	27%	4%	3%	?
O=S(=O)(c1ccc(F)cc1)N1CCN(c2ccc(-c3ccccc3)nn2)CC1	1%	9	8	-21%	-5%	3%	-11%
CCOc1ccc(OCC(=O)Nc2ccc(S(N)(=O)=O)cc2)cc1	-6%	-3	-4	278%[activator]	2%	2%	9%
NS(=O)(=O)c1cccc(NC(=O)CSc2nnc(C3CC3)n2Cc2ccccc2)c1	6%	1	-5	9%	-18%	-1%	-3%
CCC(=O)OC1(C#CCOc2ccc(OC)cc2)CCN(C)CC1	5%	1	-13	9%	-3%	5%	-16%
CCCCOC(=O)N/N=C/C=C/c1ccccc1	-1%	21*	13*	?	7%	1%	60%[activator]
Cc1cc(C)n(-c2ccc([N+](=O)[O-])cc2-c2nn[nH]n2)n1	3%	7	3	5%	-12%	7%	40%[activator]

Some entries already given with just AMA1 RON2 block:
| Molecule | AMA1 RON2 block |
| --- | --- |
| O=C(COc1ccc(Cl)cc1Cl)Nc1ccc(C(=O)Nc2ccccc2C(=O)O)cc1 | -14% |
| CCCC(=O)N1CCN(c2nnc(-c3ccccc3)c3ccccc23)CC1 | 4% |
| O=S(=O)(c1ccc(F)cc1)N1CCN(c2ccc(-c3ccccc3)nn2)CC1 | -5% |
| CCOc1ccc(OCC(=O)Nc2ccc(S(N)(=O)=O)cc2)cc1 | 2% |
| NS(=O)(=O)c1cccc(NC(=O)CSc2nnc(C3CC3)n2Cc2ccccc2)c1 | -18% |
